Bioassay records (PubChem)
IDH1 mut inh: inhibitors of human IDH1 R132H | 0.18% of 70,000 active | O75874 | inhibition, % at 10 µM | IDH1 R132H reductase, diaphorase/resazurin fluorescence, 60 min | AID 624101; in the data active = inhibition above about 34%;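 also: 0% = DMSO and 100% = no enzyme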
EZH2 inh: blocks human EZH2/PRC2 H3K27 methylation; Q15910; inhibition, % at 12.5 µM; DELFIA TRF, 1 h; 0.35% of 57,000 active; AID 651548;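 active = mean inhibition of replicates at least 50% and every single replicate also reaching 50%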;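 also: dimethyl H3K27 on biotinylated H3 21-44 peptide detected by antibody; plate controls were median neutral control wells for no effect and median positive control wells for full effect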
Target sequence (Q15910 whole entry, looked up): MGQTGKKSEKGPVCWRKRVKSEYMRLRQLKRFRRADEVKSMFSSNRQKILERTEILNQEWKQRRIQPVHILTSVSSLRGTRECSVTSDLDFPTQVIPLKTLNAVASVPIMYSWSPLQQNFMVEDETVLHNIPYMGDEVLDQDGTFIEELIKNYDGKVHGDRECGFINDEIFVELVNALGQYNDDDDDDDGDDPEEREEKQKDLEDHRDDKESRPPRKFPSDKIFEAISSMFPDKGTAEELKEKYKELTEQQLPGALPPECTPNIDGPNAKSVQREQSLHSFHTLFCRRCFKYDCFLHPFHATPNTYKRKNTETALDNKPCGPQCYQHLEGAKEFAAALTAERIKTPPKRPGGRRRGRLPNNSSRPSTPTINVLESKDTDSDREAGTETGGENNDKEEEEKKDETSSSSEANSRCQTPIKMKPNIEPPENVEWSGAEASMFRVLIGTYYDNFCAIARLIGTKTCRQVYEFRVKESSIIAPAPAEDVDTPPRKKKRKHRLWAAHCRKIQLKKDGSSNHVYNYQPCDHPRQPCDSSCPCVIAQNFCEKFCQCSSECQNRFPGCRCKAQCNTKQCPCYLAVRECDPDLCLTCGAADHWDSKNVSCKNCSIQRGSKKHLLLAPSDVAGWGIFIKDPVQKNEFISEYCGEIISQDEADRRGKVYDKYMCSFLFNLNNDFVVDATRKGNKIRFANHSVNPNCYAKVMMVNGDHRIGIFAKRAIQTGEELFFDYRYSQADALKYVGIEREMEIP
Numbers without * were called inactive; · = not tested or not shown.

SMILES | IDH1 mut inh | EZH2 inh
COCC(=O)Nc1ccc2c(c1)C(=O)N(C)C[C@@H](OC)[C@@H](C)CN(Cc1cncnc1)[C@H](C)CO2 | 0.1 | 5.3
O=C(O)C1CC=CCC1C(=O)Nc1ccc(C(=O)N2CCCCC2)c(Cl)c1 (centres undefined) | -0.4 | -11.8
Cc1cc(C(=O)Nc2cccc3c2O[C@H](CN(C)Cc2ccc(C(F)(F)F)cc2)[C@H](C)CN([C@H](C)CO)C3=O)n(C)n1 | · | 2.0
O=C(Cn1cc(C(=O)C2CC2)c2ccccc21)Nc1ccccc1Cl | 0.2 | 38.3
CN(C)Cc1cn(CC[C@H]2CC[C@@H](NS(=O)(=O)c3ccccc3)[C@H](CO)O2)nn1 | 0.4 | -0.7
CC(C)(C)[S@](=O)N1Cc2cc(C(=O)NCc3ccncc3)nc(-c3cccc(-c4cccc(C#N)c4)c3)c2[C@@H]1CCO | -0.1 | -4.7
CCOC(=O)c1sc(NC(=O)c2cc(-c3ccccc3)on2)c(C(=O)OCC)c1C | 1.4 | -9.8
O=C(CCn1nc(-c2ccc(Cl)cc2)c2ccccc2c1=O)Nc1cccc(C(F)(F)F)c1 | 0.2 | 5.9
O=C1C(=O)N(CCCn2ccnc2)C(c2cccc(Br)c2)C1C(=O)c1ccco1 (centres undefined) | 3.2 | -9.5
CCc1cccc(OCC(=O)Nc2ccc(OC)cc2[N+](=O)[O-])c1 | 1.2 | 21.7
O=C(Cc1ccccn1)NCC[C@H]1CC[C@@H](NS(=O)(=O)c2ccc(Cl)cc2)[C@H](CO)O1 | 0.1 | -8.8
CO[C@H]1CN(C)C(=O)c2ccc(NC(=O)c3ccc(F)cc3)cc2OC[C@@H](C)N(C(=O)CC2CC2)C[C@@H]1C | -0.1 | 1.5
COc1ccc(S(=O)(=O)N(C)C[C@H]2Oc3ccc(NS(=O)(=O)c4ccccc4)cc3CC(=O)N([C@H](C)CO)C[C@@H]2C)cc1 | 0.8 | ·
COc1ccc(NC(=O)Nc2ccc3c(c2)[C@H]2C[C@H](CC(=O)NCc4ccc5c(c4)OCO5)O[C@@H](CO)[C@H]2O3)cc1 | 0.1 | 1.8
O=C(Nc1cccc(C(=O)OC2Cc3ccccc3C2=O)c1)c1ccccc1 (centres undefined) | -0.1 | 10.3
CC(C)NC(=O)Nc1ccc2c(c1)CC(=O)N([C@@H](C)CO)C[C@H](C)[C@H](CN(C)C(=O)Nc1cccc3ccccc13)O2 | -3.7 | 7.9
C[C@@H]1CN([C@@H](C)CO)C(=O)Cc2cc(NC(=O)CCC(F)(F)F)ccc2O[C@@H]1CN(C)S(C)(=O)=O | -2.7 | -11.9
CCOc1ccc(NC(=O)CSc2nnc(N)s2)cc1 | 0.1 | 5.0
C[C@@H]1CN([C@@H](C)CO)C(=O)Cc2cc(NC(=O)CCCCCC(=O)Nc3ccccc3N)ccc2O[C@H]1CN(C)C(=O)Nc1ccccc1 | 1.4 | ·
CC(C)c1ccc2oc(-c3ccc(NC(=O)COc4ccc([N+](=O)[O-])cc4)cc3)nc2c1 | 0.6 | -4.6
CS(=O)(=O)Nc1ccc2c(c1)[C@H]1C[C@@H](CC(=O)NCc3ccc(-c4ccccc4)cc3)O[C@@H](CO)[C@H]1O2 | -0.6 | -11.8
COC(=O)C[C@@H]1C[C@H]2c3cc(N)ccc3O[C@H]2[C@H](CO)O1 | -0.5 | 6.3
Cc1cccc(S(=O)(=O)N(C)C[C@H]2OCc3cn(nn3)CCCC(=O)N([C@@H](C)CO)C[C@H]2C)c1 | -4.1 | 4.7
O=C(C[C@H]1C[C@H]2c3cc(NC(=O)Nc4ccc(C(F)(F)F)cc4)ccc3O[C@H]2[C@H](CO)O1)NCC1CC1 | 0.1 | -11.0
C[C@@H]1CCCCO[C@@H](CN(C)S(=O)(=O)c2ccc(F)cc2)[C@@H](C)CN([C@@H](C)CO)C(=O)c2cc(NS(=O)(=O)c3ccc(F)cc3)ccc2O1 | 1.2 | ·

Additional compounds follow:
SMILES | IDH1 mut inh | EZH2 inh
O=C(C1CCCCC1)N1CC(=O)N2CCc3ccccc3C2C1 (centres undefined) | -0.3 | ·
O=C(N[C@H]1CC[C@H](CCn2cc(C3(O)CCCC3)nn2)O[C@@H]1CO)C1CCCCC1 | 0.1 | -1.7
COc1cccc(S(=O)(=O)N[C@@H]2CC[C@H](CC(=O)NCc3ccc(F)cc3)O[C@H]2CO)c1 | -0.3 | -3.6
CC(=O)c1ccc(NC(=O)CSc2nc(N)cc(=O)[nH]2)cc1 | 0.1 | -4.1
COc1cc(C)c(Cl)c(C)c1S(=O)(=O)NCc1cccnc1 | 0.2 | -13.2
O=C(C[C@@H]1C[C@@H]2c3cc(NC(=O)Cc4ccncc4)ccc3O[C@@H]2[C@H](CO)O1)NCc1ccc2c(c1)OCO2 | -0.5 | -21.4
Cc1noc(C)c1NC(=O)N(C)C[C@@H]1Oc2ncc(C3=CCCC3)cc2C(=O)N([C@H](C)CO)C[C@@H]1C | 2.9 | 9.5
C[C@H]1CN([C@@H](C)CO)C(=O)c2cc(C#CC3CCCCC3)cnc2O[C@H]1CN(C)Cc1cncnc1 | -4.5 | -3.3
Cc1cc(C)cc(COc2ccc3c(C)c(CCC(=O)O)c(=O)oc3c2C)c1 | 0.0 | 31.7
Nc1cc(=O)nc(SCC(=O)N2c3ccccc3Sc3ccccc32)n1-c1ccccc1 | 0.0 | -19.0
CNC[C@@H]1Oc2ccc(NC(=O)Cc3cn(C)c4ccccc34)cc2C(=O)N([C@@H](C)CO)C[C@H]1C | · | -4.4
O=C(Nc1ccc(I)cc1C(=O)NCc1ccco1)c1cccnc1 | 1.4 | 10.7
C[C@H]1CN([C@@H](C)CO)C(=O)Cc2cc(NC(=O)NC3CCCCC3)ccc2O[C@@H]1CN(C)Cc1ccc(C(=O)O)cc1 | 9.3 | 1.3
CCCCNC(=O)c1ccc(C#CC(C)(C)C)c(OC(C)=O)c1 | · | 4.0
C[C@H](CO)N1C[C@H](C)[C@@H](CN(C)C(=O)Nc2cc(F)ccc2F)Oc2cc(C#CC3CCCC3)ccc2S1(=O)=O | 1.6 | -15.0
CO[C@@H]1CN(C)C(=O)c2cc(NC(=O)c3ccccc3F)ccc2OC[C@H](C)N(CC2CCOCC2)C[C@H]1C | -0.2 | -1.5
CN(C)C(=O)C[C@@H]1C[C@H]2c3cc(NC(=O)NC4CCCC4)ccc3O[C@H]2[C@H](CO)O1 | 0.1 | 13.6
C[C@H](CO)N1C[C@H](C)[C@@H](CN(C)C(=O)CC2CC2)Oc2cc(-c3cncnc3)ccc2S1(=O)=O | 0.1 | -10.6
C[C@H]1CN([C@@H](C)CO)C(=O)c2cc(NS(=O)(=O)c3ccccc3)ccc2O[C@H]1CN(C)C(=O)Nc1cccc2ccccc12 | · | 0.5
COc1ccc(NC(=O)N(C)C[C@@H]2OCCCC[C@@H](C)Oc3ccc(NC(=O)NC(C)C)cc3C(=O)N([C@H](C)CO)C[C@H]2C)cc1 | 0.8 | ·
COc1cccc(NC(=O)CSc2nc3ccccc3c(=O)n2-c2cccc(C(F)(F)F)c2)c1 | 0.5 | -11.8
Cc1ccc(-n2c(SCC(=O)Nc3sc4c(c3C#N)CCCC4)nnc2-c2ccccc2)cc1 | -0.2 | 1.8
C[C@@H]1CN([C@@H](C)CO)S(=O)(=O)c2ccc(C#Cc3ccccn3)cc2O[C@@H]1CN(C)C(=O)C1CC1 | 0.5 | -6.6
O=C(O)CCSc1nnc(-c2cccnc2)n1-c1ccccc1 | 0.0 | -0.9
C[C@H]1CN([C@@H](C)CO)C(=O)Cc2cc(NC(=O)CCCCCC(=O)Nc3ccccc3N)ccc2O[C@@H]1CN(C)Cc1ccc(-c2ccccc2)cc1 | 0.4 | ·

(listing goes on)
SMILES | IDH1 mut inh | EZH2 inh
C[C@H](CO)N1C[C@H](C)[C@H](CN(C)Cc2ccc(C(F)(F)F)cc2)Oc2ccc(NC(=O)CCCN(C)C)cc2C1=O | -2.2 | -6.9
Cc1cccc(-c2nnc(SCc3nc4ccccc4c(=O)[nH]3)n2-c2ccccc2)c1 | 0.0 | 1.9
C[C@H](CO)N1C[C@H](C)[C@H](CN(C)CC2CC2)Oc2cc(-c3ccccc3)ccc2S1(=O)=O | -1.4 | -8.7
O=C(C[C@@H]1C[C@H]2c3cc(NC(=O)Nc4ccc(C(F)(F)F)cc4)ccc3O[C@H]2[C@@H](CO)O1)NCc1ccc(Cl)cc1 | -0.4 | -5.7
CNC[C@H]1Oc2c(NC(=O)Nc3ccc(OC)cc3)cccc2C(=O)N([C@@H](C)CO)C[C@H]1C | 2.4 | -2.0
CC(=O)N(C)C[C@H]1Oc2ncc(-c3cccnc3)cc2C(=O)N([C@@H](C)CO)C[C@H]1C | -0.4 | -6.8
O=C(NCCCn1ccnc1)C1CC(c2ccccc2Cl)=NO1 (centres undefined) | 4.3 | 13.5
COCC(=O)Nc1ccc2c(c1)C(=O)N(C)C[C@@H](OC)[C@H](C)CN(C(=O)c1cnccn1)[C@H](C)CO2 | -0.2 | 9.5
CCCc1cn(CC[C@H]2CC[C@H](NC(=O)CCN3CCCCC3)[C@H](CO)O2)nn1 | 0.3 | 11.4
Cc1ccc(-c2ccc3c(c2)O[C@@H](CN(C)C(=O)C2CCC2)[C@H](C)CN([C@@H](C)CO)S3(=O)=O)cc1 | · | -8.6
COc1ccc(S(=O)(=O)N(C)C[C@@H]2Oc3ccc(NC(=O)Nc4c(C)noc4C)cc3C(=O)N([C@H](C)CO)C[C@H]2C)cc1 | -2.9 | ·
COc1ccc(S(=O)(=O)Nc2ccc3c(c2)C(=O)N([C@H](C)CO)C[C@@H](C)[C@H](CN(C)C)OCCCC[C@@H](C)O3)cc1 | 2.8 | 5.6
O=C(CC1CC1)Nc1ccc2c(c1)[C@@H]1C[C@@H](CC(=O)NC3CCCC3)O[C@H](CO)[C@@H]1O2 | -0.3 | -7.6
O=C(Cc1ccccc1)N[C@@H]1C=C[C@H](CC(=O)N2CCCCC2)O[C@H]1CO | 0.0 | -8.4
Cc1cccc(S(=O)(=O)N[C@H]2CC[C@H](CCNC(=O)c3cnccn3)O[C@@H]2CO)c1 | 0.0 | 7.3
O=C(C[C@@H]1C[C@H]2c3cc(NC(=O)C4CCOCC4)ccc3O[C@H]2[C@H](CO)O1)NCc1ccc(Oc2ccccc2)cc1 | 0.0 | 3.7
COc1ccc(S(=O)(=O)N(C)C[C@H]2OCCCC[C@@H](C)Oc3ccc(NS(=O)(=O)c4ccc(F)cc4)cc3C(=O)N([C@@H](C)CO)C[C@H]2C)cc1 | 3.2 | ·
CO[C@@H](CN(C)S(=O)(=O)c1ccc(C)cc1)[C@H](C)CN([C@H](C)CO)S(=O)(=O)c1cccc(Cl)c1 | -1.1 | -1.8
C[C@H]1CN([C@@H](C)CO)C(=O)c2cccc(NC(=O)C3CCOCC3)c2O[C@H]1CN(C)Cc1ccc(C(=O)Nc2ccccc2N)cc1 | -0.7 | -15.9
O=C(Nc1ccc(Cl)c(Cl)c1)N[C@@H]1CC[C@H](CCn2cc(C3CCCCC3)nn2)O[C@@H]1CO | -0.3 | -6.3
Cn1cnc(S(=O)(=O)N[C@@H]2C=C[C@@H](CC(=O)N3CCN(c4ccccc4)CC3)O[C@H]2CO)c1 | -0.1 | 1.1
Cc1cc(C)nc(SCc2csc(N)n2)n1 | -0.7 | 9.3
CC(C)NC(=O)N(C)C[C@@H]1Oc2ccc(NC(=O)CCC(F)(F)F)cc2C(=O)N([C@@H](C)CO)C[C@H]1C | -0.8 | ·
CCn1c(SCC(=O)Nc2ccc(Cl)cc2Cl)nnc1-c1cccc(C)c1 | -0.5 | 7.1
COc1ccc(C(NC(=O)c2cccnc2)c2cc(Cl)c3cccnc3c2O)cc1OC (centres undefined) | 0.0 | -18.8
C[C@@H]1CN([C@@H](C)CO)C(=O)c2cc(NC(=O)CCC(F)(F)F)ccc2O[C@@H](C)CCCCO[C@H]1CN(C)Cc1ccc(Cl)c(Cl)c1 | 2.1 | ·
C[C@H]1CCCCO[C@@H](CN(C)C(=O)Nc2ccc(C(F)(F)F)cc2)[C@@H](C)CN([C@@H](C)CO)C(=O)c2cc(N(C)C)ccc2O1 | 0.7 | -14.9
C[C@@H]1CN([C@H](C)CO)S(=O)(=O)c2ccc(C#Cc3ccc(F)cc3)cc2O[C@@H]1CN(C)C(=O)CN(C)C | 0.4 | -36.2
O=C(COc1ccc(I)cc1)Nc1cccnc1 | -0.1 | 3.3
CO[C@H]1CN(C)C(=O)c2ccc(NC(=O)c3ccccc3F)cc2OC[C@@H](C)N(CC2CCOCC2)C[C@@H]1C | -0.7 | -9.2

Gathered by group, the entries above containing two or more sulfur atoms.
SMILES | IDH1 mut inh | EZH2 inh
COc1ccc(S(=O)(=O)N(C)C[C@H]2Oc3ccc(NS(=O)(=O)c4ccccc4)cc3CC(=O)N([C@H](C)CO)C[C@@H]2C)cc1 | 0.8 | ·
CCOc1ccc(NC(=O)CSc2nnc(N)s2)cc1 | 0.1 | 5.0
C[C@@H]1CCCCO[C@@H](CN(C)S(=O)(=O)c2ccc(F)cc2)[C@@H](C)CN([C@@H](C)CO)C(=O)c2cc(NS(=O)(=O)c3ccc(F)cc3)ccc2O1 | 1.2 | ·
Nc1cc(=O)nc(SCC(=O)N2c3ccccc3Sc3ccccc32)n1-c1ccccc1 | 0.0 | -19.0
Cc1ccc(-n2c(SCC(=O)Nc3sc4c(c3C#N)CCCC4)nnc2-c2ccccc2)cc1 | -0.2 | 1.8
COc1ccc(S(=O)(=O)N(C)C[C@H]2OCCCC[C@@H](C)Oc3ccc(NS(=O)(=O)c4ccc(F)cc4)cc3C(=O)N([C@@H](C)CO)C[C@H]2C)cc1 | 3.2 | ·
CO[C@@H](CN(C)S(=O)(=O)c1ccc(C)cc1)[C@H](C)CN([C@H](C)CO)S(=O)(=O)c1cccc(Cl)c1 | -1.1 | -1.8
Cc1cc(C)nc(SCc2csc(N)n2)n1 | -0.7 | 9.3

This is a subset. The share of hits here may be higher or lower than overall.
